Bioassay records: PubChem, several laboratories
RmlCD inh 1536 – M. tuberculosis RmlC/RmlD inhibition; P9WH09+P9WH11; RmlC+RmlD coupled enzyme assay, percent inhibition; primary screen in compound mixtures; inhibition, % at 3.6 µM; hit rate 0.03% among 160,000; in the data active = inhibition mostly above about 34%, no sharp cut-off; note: some results filed as inactive read as strong as hits
Target sequence (P9WH09 whole entry, looked up): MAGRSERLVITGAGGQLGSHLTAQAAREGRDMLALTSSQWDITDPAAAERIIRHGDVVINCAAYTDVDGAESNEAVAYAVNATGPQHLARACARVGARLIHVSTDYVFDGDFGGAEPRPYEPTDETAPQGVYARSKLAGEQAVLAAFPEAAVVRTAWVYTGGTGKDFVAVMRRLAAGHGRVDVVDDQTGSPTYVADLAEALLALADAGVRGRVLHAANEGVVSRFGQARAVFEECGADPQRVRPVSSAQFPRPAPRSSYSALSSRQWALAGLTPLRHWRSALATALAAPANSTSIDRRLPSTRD
Target sequence (P9WH11 whole entry, looked up): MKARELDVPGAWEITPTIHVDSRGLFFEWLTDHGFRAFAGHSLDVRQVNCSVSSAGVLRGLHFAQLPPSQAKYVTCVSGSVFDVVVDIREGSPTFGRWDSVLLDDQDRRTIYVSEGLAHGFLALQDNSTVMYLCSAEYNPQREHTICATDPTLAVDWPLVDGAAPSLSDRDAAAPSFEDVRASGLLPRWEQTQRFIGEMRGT
M. tuberculosis GlmU – inhibition of mycobacterial GlmU enzyme – biochemical, glucosamine-1-phosphate acetyltransferase (AID 1376). M. tuberculosis GlmU acetyltransferase enzyme assay; higher % means a stronger effect. inhibition, %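 (tested at 30 µM in the primary screen)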; hits with a dose series show IC50 in µM. hit rate 0.25% among 220,000; in the data active = inhibition above about 13%;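 note: 0% = complete reaction with vehicle and 100% = reaction without substrate; strong numbers were not always called active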
* hit, by the source's call; & = joins results of further samples.

Screening C[C@@H](NC(=O)c1nc[nH]c1C(=O)N[C@@H](Cc1ccccc1)C(=O)OC(C)(C)C)c1ccccc1 returned M. tuberculosis GlmU 2.9%.
Screening CC1Oc2ccccc2C=C1/C=N/NC(=O)c1ccncc1 (centres undefined) returned M. tuberculosis GlmU 4.2%.
`COc1cc2c(cc1OC)C1Cc3ccc(OC)c(OC)c3C[N+]1([O-])CC2` (centres undefined) gave RmlCD inh 1536 6 and M. tuberculosis GlmU 7.6%.
`CCN1CCCC1CNS(=O)(=O)c1cccc(C(F)(F)F)c1` (centres undefined) gave RmlCD inh 1536 -7 and M. tuberculosis GlmU -6.3%.
`COc1cc2nc(CN(C)Cc3ccc(C(C)(C)C)cc3)[nH]c(=O)c2cc1OC` gave M. tuberculosis GlmU -7.6%.
Screening O=C(Nc1nc2ccccc2n1CCN1CCCC1)C1CCCCC1 returned M. tuberculosis GlmU 5.0%.
`O=C(CNS(=O)(=O)c1ccccc1)Nc1cccc([N+](=O)[O-])c1` gave RmlCD inh 1536 -10 and M. tuberculosis GlmU 1.8%.
For O=C(O)COc1ccc2c(c1)CCCC2 the results were M. tuberculosis GlmU 7.2%.
Screening Cc1ccc(NC(=O)N(Cc2ccco2)C(C)c2ccco2)cc1C (centres undefined) returned RmlCD inh 1536 -3 and M. tuberculosis GlmU 3.3%.
`CCOC(=O)c1c(C)[nH]c(=S)c(C#N)c1-c1ccc(Cl)cc1` gave RmlCD inh 1536 3 and M. tuberculosis GlmU 6.8%.
Screening Fc1ccc(-c2noc(-c3ccc4c(c3)CCO4)n2)cc1 returned RmlCD inh 1536 10 and M. tuberculosis GlmU -0.7%.
For CCC1(C)Cc2sc3c(=O)[nH]c(=S)[nH]c3c2CO1 (centres undefined) the results were RmlCD inh 1536 1 and M. tuberculosis GlmU 2.7%.

Quoted at random: 2 records from the list, in no set order.
Screening Fc1ccc(-c2noc(-c3ccc4c(c3)CCO4)n2)cc1 returned RmlCD inh 1536 10 and M. tuberculosis GlmU -0.7%.
`O=C(CNS(=O)(=O)c1ccccc1)Nc1cccc([N+](=O)[O-])c1` gave RmlCD inh 1536 -10 and M. tuberculosis GlmU 1.8%.

No new results follow: an excerpt of the list.
`COc1cc2c(cc1OC)C1Cc3ccc(OC)c(OC)c3C[N+]1([O-])CC2` (centres undefined) gave RmlCD inh 1536 6 and M. tuberculosis GlmU 7.6%.
`CCN1CCCC1CNS(=O)(=O)c1cccc(C(F)(F)F)c1` (centres undefined) gave RmlCD inh 1536 -7 and M. tuberculosis GlmU -6.3%.
`COc1cc2nc(CN(C)Cc3ccc(C(C)(C)C)cc3)[nH]c(=O)c2cc1OC` gave M. tuberculosis GlmU -7.6%.
Screening O=C(Nc1nc2ccccc2n1CCN1CCCC1)C1CCCCC1 returned M. tuberculosis GlmU 5.0%.
`O=C(CNS(=O)(=O)c1ccccc1)Nc1cccc([N+](=O)[O-])c1` gave RmlCD inh 1536 -10 and M. tuberculosis GlmU 1.8%.
For O=C(O)COc1ccc2c(c1)CCCC2 the results were M. tuberculosis GlmU 7.2%.
Screening Cc1ccc(NC(=O)N(Cc2ccco2)C(C)c2ccco2)cc1C (centres undefined) returned RmlCD inh 1536 -3 and M. tuberculosis GlmU 3.3%.

Next section:
`CS(=O)(=O)N(CC(=O)N1CCN(Cc2ccc3c(c2)OCO3)CC1)c1ccc2c(c1)OCO2` gave M. tuberculosis GlmU 3.1%.
For CCOC(=O)c1ccc(S(=O)(=O)NCCN(CC)CC)cc1 the results were RmlCD inh 1536 -8 and M. tuberculosis GlmU 4.3%.
Screening Cn1c(=O)c2c(nc(CN3CCN(c4ccccc4F)CC3)n2CCN2CCOCC2)n(C)c1=O returned RmlCD inh 1536 -10 and M. tuberculosis GlmU 2.2%.
For CC1=NN(C(=O)c2ccc(C)o2)C(O)(c2ccccc2)C1 (centres undefined) the results were RmlCD inh 1536 14 and M. tuberculosis GlmU 1.6%.
Cc1[nH]c2ccccc2c1C(=O)CN1CCCCC1CCO (centres undefined) was read as RmlCD inh 1536 -9 and M. tuberculosis GlmU -5.4%.
Screening COc1c(C)cc(S(=O)(=O)N2CCCC2)c(C)c1C returned RmlCD inh 1536 0 and M. tuberculosis GlmU -0.5%.
Screening C[C@@]12CCC=C[C@H]1[C@H](c1ccc(F)c(/C=C/c3ccccc3)c1)N(Cc1ccccc1)C2=O returned M. tuberculosis GlmU 1.2%.
Screening CCC(C)(C)n1nnnc1CN1CCN(c2nc3ccc(C)cc3cc2C#N)CC1 returned M. tuberculosis GlmU 2.3%.
Screening COc1ccc(CCNC(=O)COc2ccc([N+](=O)[O-])cc2)cc1 returned RmlCD inh 1536 11 and M. tuberculosis GlmU 0.1%.
`CC(C)C[C@H](NC(=O)c1[nH]cnc1C(=O)N[C@@H](C)C(=O)OC(C)(C)C)C(=O)OC(C)(C)C` gave M. tuberculosis GlmU 1.5%.
Screening CSc1ccc(Cl)c(C(=O)OCC(=O)N2CCOCC2)c1 returned RmlCD inh 1536 22 and M. tuberculosis GlmU -0.2%.
For Cc1ccc(C2=NN(C(=O)CCC(=O)O)C(c3cn(-c4ccccc4)nc3-c3ccc(C)cc3)C2)cc1 (centres undefined) the results were RmlCD inh 1536 5 and M. tuberculosis GlmU -3.7%.
`O=C(CN1CCCCCC1)NCc1ccccc1` gave RmlCD inh 1536 0 and M. tuberculosis GlmU -2.8%.
CC(C)C[C@H](NC(=O)c1nc[nH]c1C(=O)NCc1ccccc1)C(=O)OCc1ccccc1 was read as M. tuberculosis GlmU 0.8%.
Screening Cc1nnc(SCC(=O)N2CCCCCC2)n(N)c1=O returned RmlCD inh 1536 -39 and M. tuberculosis GlmU 1.2%.
Screening O=C(Nc1ccc(N2CCCC2)c(Cl)c1)c1ccccc1[N+](=O)[O-] returned M. tuberculosis GlmU -1.6%.
`COc1ccccc1NC(=O)N1CCC(c2nc3ccccc3o2)CC1` gave RmlCD inh 1536 -6 and M. tuberculosis GlmU -3.6%.
For COc1ccc(CN2CCNC(=O)C2CC(=O)NCc2ccc(C)s2)c(OC)c1 (centres undefined) the results were RmlCD inh 1536 12 and M. tuberculosis GlmU 5.8%.
For CCC(=O)NC(c1cccc([N+](=O)[O-])c1)c1c(O)ccc2ccccc12 (centres undefined) the results were RmlCD inh 1536 2 and M. tuberculosis GlmU -2.7%.
Screening COc1ccc(C(C)(C)C)cc1S(=O)(=O)N1CCN(C)CC1 returned M. tuberculosis GlmU 5.4%.
`Cc1sc2nc(SCC(=O)c3cccs3)n(Cc3ccco3)c(=O)c2c1C` gave RmlCD inh 1536 14 and M. tuberculosis GlmU 1.6%.
COc1ccc(-c2cn3c(C)c(C(=O)Nc4cc(NC(C)=O)ccc4OC)sc3n2)cc1 was read as RmlCD inh 1536 -3 and M. tuberculosis GlmU 5.8%.
`CN1C2CCC1CC(OC(=O)CCN1CCCC1)C2` (centres undefined) gave RmlCD inh 1536 -8 and M. tuberculosis GlmU -4.4%.
Screening Cn1c(Cn2c(=O)sc3ccccc32)nnc1SCC(=O)N1CCCc2ccccc21 returned RmlCD inh 1536 -10 and M. tuberculosis GlmU -0.2%.
CCCCC(=O)NCCc1cc2c(C)ccc(C)c2[nH]c1=O was read as M. tuberculosis GlmU -0.1%.
For COCCNC(=O)CN1C(=O)CC(C)(C)S(=O)(=O)c2ccccc21 the results were M. tuberculosis GlmU 1.3%.
Screening COc1cccc(N2CN(C3CCCCC3)CNC2=S)c1 returned RmlCD inh 1536 11 and M. tuberculosis GlmU -1.8%.
Screening COc1cccc(C(=O)COC(=O)C(C)N2C(=O)C3C4C=CC(C4)C3C2=O)c1 (centres undefined) returned RmlCD inh 1536 8 and M. tuberculosis GlmU 3.0%.
For O=C(O)c1ccc2c(c1)C(=O)N(c1nccs1)C2=O the results were RmlCD inh 1536 13 and M. tuberculosis GlmU 0.7%.
C=CCOC(=O)C1=C(C)NC(SCC)=C(C#N)C1c1ccc(Cl)cc1 (centres undefined) was read as RmlCD inh 1536 -9 and M. tuberculosis GlmU 1.9%.
Screening Nc1nc2ccc(Cl)cc2c2nc(-c3ccco3)nn12 returned RmlCD inh 1536 1 and M. tuberculosis GlmU -0.4%.
O=C(c1ccc(CN2CCc3ccccc3C2)cc1)N1CCN(c2ccc(F)cc2)CC1 was read as M. tuberculosis GlmU 2.3%.
For O=C(NC1CC2CCCC(C1)N2Cc1cccs1)c1ccc([N+](=O)[O-])cc1 (centres undefined) the results were RmlCD inh 1536 -6 and M. tuberculosis GlmU 5.9%.
`Cc1ccc(C)c(NC(=O)c2cccc(Oc3ccc([N+](=O)[O-])cc3Cl)c2)c1` gave RmlCD inh 1536 11 and M. tuberculosis GlmU -5.2%.
`COCCN(CC(=O)NCc1ccc(F)cc1)C(=O)CCC(=O)Nc1ccccn1` gave M. tuberculosis GlmU -4.0%.
Screening COc1cc(O)c(C(CC(=O)N2CCCC(C)C2)c2ccc(N(C)C)cc2)c(OC)c1 (centres undefined) returned M. tuberculosis GlmU -0.3%.
Cc1cc(C(=O)NC(C)CCC(C)C)c2ccccc2n1 (centres undefined) was read as M. tuberculosis GlmU 3.3%.
For O=S(=O)(c1ccccc1)c1cnc(-c2ccccc2)nc1N1CCCC1 the results were RmlCD inh 1536 -10 and M. tuberculosis GlmU -0.6%.
`COc1ccc(CCNS(=O)(=O)c2ccc(S(=O)(=O)N3CCCC3)cc2)cc1OC` gave M. tuberculosis GlmU 2.5%.
CC1=CC(C)(C)Nc2ccc(OS(=O)(=O)c3ccc(C)cc3)cc21 was read as RmlCD inh 1536 47 and M. tuberculosis GlmU -5.6%.
`CC(NC(=O)c1ccc([N+](=O)[O-])cc1[N+](=O)[O-])c1ccc(-c2ccccc2)cc1` (centres undefined) gave RmlCD inh 1536 -9 and M. tuberculosis GlmU -3.9%.
Screening COC(=O)c1cccc([N+](=O)[O-])c1CS(=O)(=O)c1ccc(C)cc1 returned M. tuberculosis GlmU -3.0%.
S=c1[nH]nc(-c2ccncc2)n1Cc1ccco1 was read as RmlCD inh 1536 6 and M. tuberculosis GlmU 6.3%.
`Cc1nn(-c2ccccc2)c2c1cc1c(=O)n(C)c(=O)nc-1n2-c1ccccc1F` gave RmlCD inh 1536 5 and M. tuberculosis GlmU 1.2%.
Nc1nnc(SCC(=O)Nc2cccc(S(N)(=O)=O)c2)s1 was read as RmlCD inh 1536 2 and M. tuberculosis GlmU 3.4%.
C[n+]1ccc(/C=C/c2ccccc2O)c2ccccc21 was read as M. tuberculosis GlmU -2.9%.
For CCOC(=O)c1c(N)nn(C(C)=O)c1-c1ccccc1 the results were RmlCD inh 1536 77 and M. tuberculosis GlmU 0.5%.
For CC1CN(C2=NC(=O)/C(=C/c3ccncc3)S2)CC(C)O1 (centres undefined) the results were M. tuberculosis GlmU 6.8%.
For CC(=O)N1N=C(N)SC12CCCC2 the results were RmlCD inh 1536 4 and M. tuberculosis GlmU 6.2%.
Screening CCOC(=O)Cn1c(=O)oc2cc(S(=O)(=O)Nc3cc(Cl)ccc3OC)ccc21 returned RmlCD inh 1536 -3 and M. tuberculosis GlmU 2.9%.
`Cc1ccc(CN=c2c([N+](=O)[O-])nn(-c3cccc(C)c3)n2O)cc1` gave RmlCD inh 1536 -1 and M. tuberculosis GlmU 1.6%.
COc1ccc(C2CN=NC23CCc2ccccc2C3=O)cc1 (centres undefined) was read as M. tuberculosis GlmU 1.4%.
CCOC(=O)CN1C(=O)SC(Nc2ccc(C)cc2)C1=O (centres undefined) was read as RmlCD inh 1536 -3 and M. tuberculosis GlmU 5.4%.
Screening COc1ccc(OC)c(NC(=O)COC(=O)c2ccc(S(=O)(=O)N3CCOCC3)cc2)c1 returned M. tuberculosis GlmU 14%*.
CSCSC1=C(C#N)C(c2ccc(Cl)cc2)C(C(C)=O)=C(C)N1 (centres undefined) was read as M. tuberculosis GlmU 3.4%.
Screening Cc1cccc(NC(=O)N2CCCC2)c1 returned RmlCD inh 1536 2 and M. tuberculosis GlmU 0.0%.
Screening CCOC(=O)/C(O)=C(\C#N)c1nc2ccccc2[nH]1 returned RmlCD inh 1536 11 and M. tuberculosis GlmU -8.0%.
CCOC(=O)c1ccccc1NC(=S)N1CCN(C2CCCCC2)CC1 was read as RmlCD inh 1536 20 and M. tuberculosis GlmU 0.9%.
Screening CC(C)CCN1CCN(Cc2cccn2-c2cccnc2)CC1CCO (centres undefined) returned RmlCD inh 1536 -6 and M. tuberculosis GlmU -5.0%.
CCCCN1C(=O)CC(Nc2ccc(CC)cc2)C1=O (centres undefined) was read as M. tuberculosis GlmU 0.4%.
COc1ccc2c(CC(=O)Nc3ccc(OC)c(S(=O)(=O)N4CCOCC4)c3)coc2c1 was read as RmlCD inh 1536 0 and M. tuberculosis GlmU 2.6%.
`COc1ccc(CCNC(=O)CC(NS(=O)(=O)c2ccc(NC(C)=O)cc2)C(C)C)cc1OC` (centres undefined) gave M. tuberculosis GlmU 3.6%&0.2%.
CC(C)c1[nH]c(=O)c(C#N)c2c1COC(C)(C)C2 was read as RmlCD inh 1536 0 and M. tuberculosis GlmU 0.0%.
Screening COc1ccc(CN(C(=O)CCC(=O)N2CCCCC2)c2nccs2)cc1OC returned RmlCD inh 1536 -1 and M. tuberculosis GlmU 0.0%.
`CCCCNC(=O)c1onc(CSc2ccc(Cl)cc2)c1C(=O)NCCCC` gave M. tuberculosis GlmU -4.5%.
`O=C(Nc1ccccc1NS(=O)(=O)c1ccc(F)cc1)C1CCC1` gave RmlCD inh 1536 9 and M. tuberculosis GlmU -2.1%.
Screening COc1ccc(CN(C(=O)CSc2nnc(-c3ccc(F)cc3)o2)c2ccc(F)cc2)cc1 returned RmlCD inh 1536 -9 and M. tuberculosis GlmU -4.8%.
For Cc1ccc(C2(C)NC(=O)N(CC(=O)Nc3cc(S(=O)(=O)N4CCOCC4)ccc3C)C2=O)cc1 (centres undefined) the results were RmlCD inh 1536 9 and M. tuberculosis GlmU 6.6%.

A portion of the library; count on the stated rates, not on these rows.
